proKLK7 act – proKLK7 zymogen activators, primary screen, biochemical, fluorescence intensity; Kallikrein-7 (Homo sapiens), P49862; purified proKLK7, EDANS-DABCYL substrate fluorescence; 100% is mature enzyme control, 0% vehicle; activation, % at 7 µM; 370,000 tested, 0.9% active;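 active = activation above the mean of all tested compounds plus 3 SD, computed per campaign excluding outliers beyond control limits, cut at about 13% in these data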
TDP2 inh – human TDP2 enzyme inhibitors, primary screen, biochemical, epi absorbance, recombinant enzyme. T5PNP hydrolysis, p-nitrophenol absorbance 415 nm. inhibition, % at 12.8 µM. 370,000 tested, 0.34% active;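 active = inhibition above the mean of all tested compounds plus 3 SD, set per campaign, cut at about 25% in these data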;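 also: 0% = DMSO with enzyme and 100% = buffer with substrate but no TDP2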
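Incubation: 2 h at 37 °C; Test system: recombinant human TDP2; Quantity: enzyme 120 nM; Read-out basis: percent inhibition; Medium: 50 mM Tris-HCl pH 7.5 with Mg2+, KCl, DTT, BSA; Repeats: single replicate; Compound: 12.8 µM single point, 1% DMSO; Signal: epi absorbance; Reagent: 5 mM T5PNP chromogenic substrate; Benchmarks: no-enzyme high, DMSO-plus-enzyme low.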
ASAP1 GAP inh – inhibitors of human ASAP1 ArfGAP activity, primary screen, biochemical, fluorescence polarization; Arf-GAP with SH3 domain, ANK repeat and PH domain-containing protein 1 (Homo sapiens), …; ASAP1-stimulated ARF1 GTP hydrolysis, GDP FP detection; inhibition, % at 16.5 µM; 360,000 tested, 0.19% active; AID 624377, 2012; in the data active = inhibition above about 25%;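 also: 0% = vehicle with enzyme and substrate and 100% = no enzyme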
Target sequence (Q9ULH1 325-724 limits assumed): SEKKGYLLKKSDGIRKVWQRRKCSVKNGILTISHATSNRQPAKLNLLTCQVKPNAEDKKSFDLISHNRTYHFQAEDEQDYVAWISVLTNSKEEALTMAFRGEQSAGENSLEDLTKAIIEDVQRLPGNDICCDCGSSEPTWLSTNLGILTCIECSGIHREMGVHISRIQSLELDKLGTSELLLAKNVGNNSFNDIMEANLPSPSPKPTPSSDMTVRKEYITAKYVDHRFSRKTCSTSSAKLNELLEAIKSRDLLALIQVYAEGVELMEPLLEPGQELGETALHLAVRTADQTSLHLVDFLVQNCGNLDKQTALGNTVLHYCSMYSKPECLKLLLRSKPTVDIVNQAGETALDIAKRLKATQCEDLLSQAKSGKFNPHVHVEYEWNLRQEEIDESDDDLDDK
PLC-gamma1 inh – PLC-gamma1 enzyme inhibitors, primary screen, biochemical, fluorescence, purified enzyme. fluorogenic substrate. inhibition, % at 12.2 µM. 370,000 tested, 0.84% active; in the data active = inhibition above about 9.5%
ADAM10 inh – human ADAM10 inhibitors, primary screen, biochemical, QFRET, HTS. AID 720582, 2013. inhibition, % at 7 µM. Disintegrin and metalloproteinase domain-containing protein 10 (Homo sapiens), O14672. recombinant ADAM10, EDANS/DABCYL FRET peptide cleavage, 3 h. 370,000 tested, 0.62% active;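 active = inhibition above a per-campaign cutoff equal to the mean of compounds falling between control-based bounds plus 3 SD, cut at about 20% in these data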;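 also: 0% = DMSO wells while the 100% control is not disclosed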
DDE Tn6 FP inh – inhibitors of Tn6 peptide binding to fibrin DD(E), primary screen, biochemical, fluorescence polarization, human fibrin, Tn6 probe | AID 720509, 2013 | 370,000 tested, 0.21% active | Fibrinogen beta chain (Homo sapiens), P02675 | Fibrin DD(E) TRITC-Tn6 fluorescence polarization displacement | inhibition, % at 8.3 µM;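 active = inhibition above a per-campaign cutoff: mean of compounds within control limits plus 3 SD, cut at about 15% in these data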;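 also: 0% = median of all compound wells on the plate and 100% = blocking peptide control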
Target sequence (P02675 whole entry, looked up): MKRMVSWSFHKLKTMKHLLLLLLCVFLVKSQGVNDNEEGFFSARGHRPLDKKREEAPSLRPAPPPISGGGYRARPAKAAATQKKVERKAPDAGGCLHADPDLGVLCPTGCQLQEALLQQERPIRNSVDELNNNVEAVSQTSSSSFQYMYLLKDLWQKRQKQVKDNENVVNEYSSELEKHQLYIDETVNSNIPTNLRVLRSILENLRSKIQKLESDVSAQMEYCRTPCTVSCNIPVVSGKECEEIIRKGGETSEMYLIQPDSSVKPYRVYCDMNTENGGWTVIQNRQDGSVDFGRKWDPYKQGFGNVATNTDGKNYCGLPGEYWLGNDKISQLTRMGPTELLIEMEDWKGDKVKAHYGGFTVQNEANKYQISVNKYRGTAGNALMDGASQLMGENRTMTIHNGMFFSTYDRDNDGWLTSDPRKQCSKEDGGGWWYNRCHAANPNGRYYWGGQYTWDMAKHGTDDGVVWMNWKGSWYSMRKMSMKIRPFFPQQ
LEDGF integ inh – blockers of LEDGF/p75-dependent integrase strand transfer – biochemical, TR-FRET, high throughput, primary screen | HIV-1 integrase (with human LEDGF/p75) | TR-FRET IN-LEDGF/p75 DNA integration, Eu/Cy5 | inhibition, % at 3.7 µM | 370,000 tested, 0.64% active | AID 743269, 2014;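 active = inhibition above the screen-wide mean plus 3 SD, cut at about 13% in these data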;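 also: signal is the Cy5 over europium emission ratio at 671 and 618 nm; 0% = plate median of compound wells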
ARFGAP1 inh – inhibitors of rat ARFGAP1 GAP activity, primary screen, biochemical, fluorescence polarization, GDP tracer; inhibition, % at 16.5 µM; ADP-ribosylation factor GTPase-activating protein 1 (Rattus norvegicus), Q62848; Arfgap1-stimulated ARF1 GTP hydrolysis, GDP FP detection; 360,000 tested, 0.26% active;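 active = inhibition above a per-plate limit, mean inhibition of low control wells plus 3 SD, cut at about 25% in these data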;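 also: 0% = DMSO wells with enzyme and 100% = wells lacking Arfgap1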
Target sequence (Q62848 1-136 limits assumed): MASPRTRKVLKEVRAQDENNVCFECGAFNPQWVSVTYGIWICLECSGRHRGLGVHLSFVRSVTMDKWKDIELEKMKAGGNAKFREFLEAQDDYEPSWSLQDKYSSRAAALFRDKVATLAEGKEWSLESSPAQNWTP
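Material: rat Arfgap1 catalytic domain, aa 1-136; also added: human ARF1(Δ1-17)-GTP substrate; compound dosing: one concentration, 16.5 µM, DMSO 1.26%; incubation: GTP hydrolysis reaction 2 h at 25 °C; measured by: Tracer-displacement fluorescence polarization with EDTA stop, 620/688 nm; evaluation: % inhibition from polarization; repeats: one replicate per compound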
ADAM17 inh – ADAM17 inhibitors, primary screen, biochemical, QFRET. recombinant ADAM17, EDANS/DABCYL FRET peptide cleavage. 370,000 tested, 0.83% active. inhibition, % at 6.95 µM. Disintegrin and metalloproteinase domain-containing protein 17 (Homo sapiens), P78536;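 active = inhibition above the mean of compounds lying between control limits plus 3 SD, set per campaign, cut at about 8.5% in these data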;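 also: 0% = DMSO-only wells as the low control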
DDE Tn7 FP inh – inhibitors of Tn7 peptide binding to fibrin DD(E), primary screen, biochemical, fluorescence polarization, human fibrin, Tn7 probe. Fibrinogen beta chain (Homo sapiens), P02675. FP displacement of FITC-Tn7 peptide from fibrin DD(E); 0% = median of compound wells per plate. inhibition, % at 8.3 µM. 370,000 tested, 0.13% active. AID 720508, 2013;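 active = inhibition above the mean of compounds falling within the control limits plus 3 SD of them, cut at about 14% in these data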;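 also: 0% = plate median of compound wells and 100% = 10 µM Aha-Tn7 peptide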
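Assay system: Fibrin-DD(E) protein isolated from polymerized human fibrin clots; read-out basis: percent inhibition; medium: Tris/NaCl/CaCl2 buffer, pH 7.8; signal: FP measurement; incubation: 10 min plus 3 h, room temperature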
Starred values were filed as active, the others as inactive; / = not tested or not shown.

SMILES | proKLK7 act | TDP2 inh | ASAP1 GAP inh | PLC-gamma1 inh | ADAM10 inh | DDE Tn6 FP inh | LEDGF integ inh | ARFGAP1 inh | ADAM17 inh | DDE Tn7 FP inh
CN(C)CCCOc1ccc(C(C)(C)c2ccccc2)cc1 | -0.3 | 8 | 3 | 3 | -11 | -4 | 1 | 9 | 2 | -6
CCOC(=O)C1(CCOc2ccccc2)CCN(Cc2cccc(OC)c2O)CC1 | -0.2 | 7 | -10 | 0 | 4 | 1 | 0 | 7 | 1 | 1
O=C1CC(=O)C(n2cncn2)C(c2c(F)cccc2Cl)C1 (configuration not stated) | 0.4 | -5 | -14 | 1 | 2 | -8 | 5 | 9 | 0 | -3
O=C(N/N=C/c1ccncc1)c1ccc(-n2cccc2)cc1 | -0.7 | 0 | 15 | 1 | 0 | -2 | 0 | -7 | -3 | -6
FC(F)(F)c1ccc(C2[C@H]3CN(CC4CCCCC4)[C@H](c4ccccc4)C34CC2(c2cccnc2)C4)cc1 (some centres not stated) | 0.0 | -5 | 4 | 3 | -9 | 2 | 3 | -13 | -3 | -7
COC(=O)c1cnc(Nc2nc(C(N)c3ccccc3Cl)cs2)nc1C(F)(F)F (configuration not stated) | 0.2 | -1 | 6 | -1 | 7 | -2 | 6 | -3 | 1 | -3
CCCCNC(=O)c1ccc(CS(=O)(=O)c2ccc(OC)cc2)o1 | -0.1 | 5 | 10 | -2 | -8 | -9 | 0 | 3 | -3 | -3
COc1ccc(-c2nc(SC(C)C(=O)Nc3ccc(NC(C)=O)cc3)n[nH]2)cc1 (configuration not stated) | -0.1 | 9 | -3 | 0 | 2 | 0 | 1 | 0 | -4 | -1
COc1ccc(CNc2ncc(-c3ccc(Br)cc3)n2C)cc1OC | 0.5 | -3 | -1 | 1 | 2 | 8 | 0 | 0 | -4 | 8
COc1ccc(/C=N\NC(=O)c2sccc2C)cc1Cn1nc(C)cc1C | 1.4 | 8 | -11 | -22 | -5 | -5 | -4 | 8 | 1 | 2
O=C(NC1CCCCC1)NC1C2CC3CC(C2)CC1C3 (configuration not stated) | 0.9 | 3 | 3 | 2 | -8 | -7 | 1 | 2 | -2 | -1
COc1cc(NS(=O)(=O)c2ccc(NC(=S)NC(=O)COc3ccccc3OC)cc2)nc(OC)n1 | 0.1 | -5 | 4 | 14* | 5 | -8 | 5 | -5 | 1 | 1
C=C(C)C1CC=C(C)/C(=N/NC(=O)c2ccc(NC(=O)CCC)cc2)C1 (configuration not stated) | 0.0 | -7 | 5 | -2 | -5 | 6 | -2 | 1 | -4 | 14*
CCc1ccc(S(=O)(=O)c2nnn3c2nc(N2CCOCC2)c2ccccc23)cc1 | 0.2 | 10 | 3 | -2 | 1 | -3 | 0 | 2 | -2 | 1
CCn1c(C(=O)OC)cc2c1ccn2-c1ccc(F)cc1 | -0.3 | -5 | -9 | 1 | 2 | -5 | 3 | 11 | 2 | 0
CCN(CC)CCNC(=O)c1ccc(NC(=O)c2ccc(C(=O)c3ccccc3)cc2)cc1 | -0.1 | -4 | 7 | 2 | -2 | -4 | 0 | 10 | 4 | -2
Cc1cc(C(=O)COC(=O)C23CC4CC(CC(O)(C4)C2)C3)c(C)n1C | 0.3 | 13 | -4 | -7 | -24 | -2 | 2 | -16 | -4 | 7
O=C(/C=C/c1ccc([N+](=O)[O-])cc1)NC1CC2CCC1C2 (configuration not stated) | 0.1 | -9 | -1 | 14* | 1 | -4 | 9 | -6 | 5 | -7
CN(C(=O)[C@@H]1CC=C[C@@H]2CCN(C3CCCCC3)C(=O)[C@@H]21)c1ccccc1 | / | 4 | / | 1 | -2 | -6 | 1 | / | -1 | 3
O=C(Cc1c(Cl)cccc1Cl)N1CCN(S(=O)(=O)c2cccs2)CC1 | 0.2 | -1 | -5 | -2 | 7 | 1 | -7 | -2 | -4 | 0
O=C(CSc1ccc([N+](=O)[O-])cc1)Nc1cccc(S(=O)(=O)N2CCOCC2)c1 | 0.0 | 17 | -2 | 4 | -9 | 1 | -5 | 4 | -2 | 3
Cc1ccc(NC(=S)NCc2ccccc2)cc1S(=O)(=O)N1CCCCC1 | -0.5 | -10 | 7 | 14* | 16 | -9 | -1 | 15 | 8 | -2
COC(=O)CSc1nnc(-c2ccncc2)n1N | -0.5 | 1 | -7 | -1 | 3 | 5 | -4 | 7 | -2 | 4
COCCN(CCOC)S(=O)(=O)NC[C@H]1O[C@@H](n2cnc3c(N)ncnc32)[C@H](O)[C@@H]1O | 1.0 | -1 | -2 | 1 | -6 | 0 | -2 | 10 | 2 | -8
C=CCN1C(=O)[C@@H](CC(=O)NCCc2ccccc2OC)[C@]2(C(=O)OCC)CCCCC/C=C/12 | -0.3 | 7 | / | 0 | -10 | 8 | -2 | / | -3 | 4
CC(=O)Nc1c(Cl)n(C(C)=O)c2ccccc12 | 0.1 | 2 | -2 | 0 | -1 | -2 | -2 | 6 | -2 | 3
CC1(C)CC(=O)c2cc(OCC(=O)N3CCN(c4ccccc4F)CC3)ccc2O1 | 9.6 | -2 | 3 | -251 | -358 | 0 | 1 | -4 | -134 | 3
O=C(CCC(=O)N1CCN(c2ccccc2F)CC1)c1ccc(Cl)s1 | 0.7 | -5 | 1 | -3 | -8 | 2 | -5 | 3 | 0 | 7
COC(=O)C1=C(C)N(C(C)C)C(=O)C1(NC(C)=O)C(F)(F)F (configuration not stated) | -0.4 | 8 | -6 | 0 | -2 | 0 | -1 | 4 | -3 | -3
COc1ccc(C(CNC(=O)c2c(C)nn(Cc3ccc(C)cc3)c2Cl)N2CCOCC2)cc1 (configuration not stated) | -0.5 | 0 | 2 | 3 | -5 | 3 | 0 | 10 | -3 | 0

Entries shown so far that contain two or more sulfur atoms (four):
SMILES | proKLK7 act | TDP2 inh | ASAP1 GAP inh | PLC-gamma1 inh | ADAM10 inh | DDE Tn6 FP inh | LEDGF integ inh | ARFGAP1 inh | ADAM17 inh | DDE Tn7 FP inh
COc1cc(NS(=O)(=O)c2ccc(NC(=S)NC(=O)COc3ccccc3OC)cc2)nc(OC)n1 | 0.1 | -5 | 4 | 14* | 5 | -8 | 5 | -5 | 1 | 1
O=C(Cc1c(Cl)cccc1Cl)N1CCN(S(=O)(=O)c2cccs2)CC1 | 0.2 | -1 | -5 | -2 | 7 | 1 | -7 | -2 | -4 | 0
O=C(CSc1ccc([N+](=O)[O-])cc1)Nc1cccc(S(=O)(=O)N2CCOCC2)c1 | 0.0 | 17 | -2 | 4 | -9 | 1 | -5 | 4 | -2 | 3
Cc1ccc(NC(=S)NCc2ccccc2)cc1S(=O)(=O)N1CCCCC1 | -0.5 | -10 | 7 | 14* | 16 | -9 | -1 | 15 | 8 | -2

Following part:
SMILES | proKLK7 act | TDP2 inh | ASAP1 GAP inh | PLC-gamma1 inh | ADAM10 inh | DDE Tn6 FP inh | LEDGF integ inh | ARFGAP1 inh | ADAM17 inh | DDE Tn7 FP inh
CC1(C(=O)NS(=O)(=O)c2cccc(Cl)c2)CCN1C(=O)CCc1cccs1 (configuration not stated) | 0.8 | 8 | -3 | -2 | -15 | -8 | -2 | 16 | -3 | -6
Cc1oc2ccc(OCc3ccc(F)cc3)cc2c1C(=O)O | 0.0 | -5 | 4 | -3 | 3 | 3 | 0 | 0 | -10 | 2
COc1cc(NC(C)CCCN)c2nc(C)ccc2c1Oc1ccc(F)cc1 (configuration not stated) | 2.6 | 19 | -12 | -27 | -25 | 7 | 4 | -10 | -7 | 5
COc1ccc(Cl)cc1C(=O)NNC1CC(=O)N(Cc2ccc(Cl)cc2)C1=O (configuration not stated) | -0.2 | -3 | -13 | -1 | 9 | -3 | 1 | 10 | 4 | -2
Cc1ccc(C)c(OCc2cc(C(=O)N3CCN(C(=O)c4ccco4)CC3)no2)c1 | 0.5 | -6 | -6 | -1 | 3 | 1 | -1 | 3 | -5 | 5
COc1ccc2cc(Br)ccc2c1CC(=O)NC(C)C | 0.5 | -1 | 6 | 0 | -10 | 3 | 3 | -5 | -5 | 3
O=C(Nc1c(-c2ccccc2)[nH][nH]c1=O)c1cccc(C(F)(F)F)c1 | -0.2 | 26* | -8 | 1 | -15 | -1 | 4 | 13 | 1 | -2
COc1cccc(-c2c[nH]c(=O)[nH]c2=O)c1 | -0.2 | 1 | 1 | 2 | 9 | -4 | -1 | -7 | 0 | -2

Retrieved by compound from the entries so far:
SMILES | proKLK7 act | TDP2 inh | ASAP1 GAP inh | PLC-gamma1 inh | ADAM10 inh | DDE Tn6 FP inh | LEDGF integ inh | ARFGAP1 inh | ADAM17 inh | DDE Tn7 FP inh
COc1ccc(Cl)cc1C(=O)NNC1CC(=O)N(Cc2ccc(Cl)cc2)C1=O (configuration not stated) | -0.2 | -3 | -13 | -1 | 9 | -3 | 1 | 10 | 4 | -2
Cc1oc2ccc(OCc3ccc(F)cc3)cc2c1C(=O)O | 0.0 | -5 | 4 | -3 | 3 | 3 | 0 | 0 | -10 | 2

Source: PubChem (The Scripps Research Institute Molecular Screening Center)
